# Source: PubChem BioAssay
# RXFP1 agonist = activates the human relaxin receptor RXFP1; Potency, µM (doses to about 57.5 µM), inactives show top-dose activation, usual class: activators; HEK293T-RXFP1 cAMP TR-FRET, 30 min; response scale: percent of porcine relaxin response, buffer zero; AID 2676; 370,000 tested, 0.3% active; Q9HBX9; also: potency is read from the fitted curve at half-maximal effect; % is scaled to controls: 0 for no effect and ±100 for the full control effect; nearly all actives have a fitted effect of over 60% in size; many of its hits are not listed in these tables
#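 cAMP rise read by TR-FRET after 30 min, 37C compound exposure (up to 58 uM) in RXFP1-transfected HEK293 cells with Ro 20174 present. EC50 from Hill-equation fits, with 29 nM porcine relaxin as 100% and buffer as basal.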
# Vif-A3F inh = Vif-A3F binding inhibition; Potency, µM (highest dose often 46.1 µM), for the others: at the top dose activity, negative = active; 390,000 tested, 0.2% active; HeLa A3F-eYFP + Vif (tagged APOBEC3F with the HIV-1 protein that degrades it), YFP fluorescence increase; also: potency is read from the fitted curve at half-maximal effect; % of control where 0% means no effect; nearly all actives have a fitted effect of over 65% in size
#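 Fluorescence increase (Ex 488/Em 500-530) after overnight compound treatment at 37 deg C flags inhibition of Vif-driven A3F-eYFP loss in stable HeLa A3F-eYFP/Vif cells seeded overnight beforehand.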
# Vif-APOBEC3G blk = Vif-A3G binding inhibition; Q9HC16; HeLa A3G-eYFP + Vif (tagged APOBEC3G with the HIV-1 protein that degrades it), YFP fluorescence, overnight; Potency, µM (series often up to 46.1 µM), for the others: top-dose activity, negative = active, hits mostly inhibitors; 410,000 tested, 0.076% active; AID 602310;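 also: potency is read from the fitted curve at half-maximal effect; % is scaled to controls: 0 for no effect and ±100 for the full control effect; nearly all actives have a fitted effect of over 60% in size; hits raise eYFP signal because A3G escapes Vif-driven loss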
# Target sequence (Q9HC16 whole entry, looked up): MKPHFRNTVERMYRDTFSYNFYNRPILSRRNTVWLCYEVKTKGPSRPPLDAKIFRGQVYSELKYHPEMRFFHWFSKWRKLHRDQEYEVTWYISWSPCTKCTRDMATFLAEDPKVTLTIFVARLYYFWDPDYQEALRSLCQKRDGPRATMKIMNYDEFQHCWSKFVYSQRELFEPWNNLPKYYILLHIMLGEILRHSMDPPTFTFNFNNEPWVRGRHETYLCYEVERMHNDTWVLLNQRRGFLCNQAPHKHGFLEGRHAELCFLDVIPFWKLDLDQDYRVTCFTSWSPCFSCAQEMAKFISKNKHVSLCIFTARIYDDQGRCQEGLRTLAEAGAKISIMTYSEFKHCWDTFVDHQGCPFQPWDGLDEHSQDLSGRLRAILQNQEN
#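 Read-out is eYFP fluorescence (Ex 488/Em 500-530) from Vif-expressing HeLa A3G-eYFP cells; more signal means A3G escaped Vif-mediated degradation. Cells plated overnight, compound pinned in, incubated overnight at 37 deg C.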
# D1 agonist = activates the human D1 dopamine receptor. P21728. HEK293 T-REx D1 cells, calcium flux, agonist mode. activation, % at 2 µM. 360,000 tested, 1% active. AID 504660; in the data active = activation above about 30%; also: 0% is about no effect
#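 Inducible HEK293 T-REx D1 cells, force-coupled to calcium signalling, were plated at 4000 cells/well with tetracycline and held overnight at 30 C. After no-wash calcium dye loading, compound-evoked calcium rise over 180 s flagged agonists.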
# D1 potentiator = human D1 dopamine receptor positive modulation | potentiation, % at 10 µM | 360,000 tested, 0.036% active | AID 504651 | HEK293 TREx D1 cells, calcium flux, dopamine EC20 potentiation; in the data active = potentiation above about 30%; also: 0% is about no effect
# D1 antag = human D1 dopamine receptor antagonism | 360,000 tested, 3.2% active | activity change, negative = inhibition, % at 10 µM | HEK293 TREx D1 cells, calcium flux, dopamine EC80; active compounds read low | P21728; in the data active = activity change below about -30%; also: % is scaled to controls: 0 for no effect and ±100 for the full control effect
#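 Kinetic fluorescence of a calcium dye serves as the read-out. D1-expressing Hek293 Trex cells, induced overnight at 30 C, are exposed to compound for 180 s before an EC80 dopamine addition, then read 180 s further.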
# D2 potentiator = positively modulates the human D2 dopamine receptor allosterically; potentiation, % at 10 µM; AID 485347; HEK293 T-REx D2, calcium flux, EC20 dopamine potentiation; P14416; 340,000 tested, 0.34% active;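 active = potentiation over 3 SD above the plate norm, cut at about 30% in these data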; also: 0% is about no effect
# Target sequence (P14416 whole entry, looked up): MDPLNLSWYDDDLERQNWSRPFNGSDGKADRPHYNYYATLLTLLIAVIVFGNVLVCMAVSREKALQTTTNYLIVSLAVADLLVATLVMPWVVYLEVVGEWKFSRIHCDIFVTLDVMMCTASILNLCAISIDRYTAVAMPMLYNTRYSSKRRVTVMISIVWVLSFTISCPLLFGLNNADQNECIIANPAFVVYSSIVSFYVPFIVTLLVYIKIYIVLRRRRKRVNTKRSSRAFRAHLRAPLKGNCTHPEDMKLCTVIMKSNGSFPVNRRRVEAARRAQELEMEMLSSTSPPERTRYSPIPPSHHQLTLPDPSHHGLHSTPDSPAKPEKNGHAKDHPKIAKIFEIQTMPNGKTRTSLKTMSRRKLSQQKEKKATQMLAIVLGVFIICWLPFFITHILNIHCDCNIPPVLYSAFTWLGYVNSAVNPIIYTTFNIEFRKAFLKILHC
#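 Potentiation of an EC20 dopamine calcium response is measured in a force-coupled, tetracycline-inducible Hek293 Trex D2 line. Compound-only kinetic reads over 180 s flag agonists before dopamine addition.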
# GRP78 ERSR act = ER stress response induction in glioma; Potency, µM, without a hit: at the highest dose activation, hits mostly activators; U87-MG GRP78 promoter luciferase reporter, 16 h; 420,000 tested, 0.02% active; also: potency is read from the fitted curve at half-maximal effect; series mostly up to about 76 µM; % of control where 0% means no effect; nearly all actives have a fitted effect of over 35% in size
#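 Stably transfected U87-MG glioma cells carrying a GRP78-based luciferase sensor; 16 h compound incubation. Luminescence end-point read 10 min after Bright-Glo addition at room temperature.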
# LDHA inh = LDHA (human) enzyme inhibition. 480,000 tested, 0.15% active. purified LDHA, NADH/diaphorase-resazurin fluorescence; active compounds read low. P00338. activity change, % (values are at about 110 or 230 µM); in the data active = activity change below about -30%; inconclusive = mostly about -25% to -30%;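 also: plate controls were DMSO wells for no effect and wells without enzyme for full effect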
#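 Human LDH5 (2 nM) was incubated with 0.06 mM NADH and 0.2 mM pyruvate for 5 min at room temperature in Tris pH 7.4. Remaining NADH was coupled through diaphorase/resazurin, and resorufin fluorescence was read at 0 and 20 min.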
# An asterisk follows results filed as active; ? = inconclusive; . = no result given; & = joins results of further samples. Unless noted, calls follow the shape of the dose curve; as a rule, active = well fitted curve in the direction sought with a large enough effect; inconclusive = small, poorly fitted or top-dose-only effect, or another doubt; inactive = no such curve, though single readings can be large; an effect the other way counts as inactive or inconclusive. An excerpt. The share of hits here may be higher or lower than overall.
SMILES,RXFP1 agonist,Vif-A3F inh,Vif-APOBEC3G blk,D1 agonist,D1 potentiator,D1 antag,D2 potentiator,GRP78 ERSR act,LDHA inh
CCN(CC)c1ccc(/C=N/NC(=O)c2cccc(S(=O)(=O)N3CCOCC3)c2)c(O)c1,8.2%,?,-3%,12,-4,-29,-7,-3%,-1
Cc1ccc(S(=O)(=O)NC2=NCCCCC2)cc1,0.0%,1%,-6%,6,6,-3,12,1%,-2
Cc1oc(-c2cccs2)nc1CSCC(=O)NC1CC1,-0.9%,-7%,1%,2,-3,-6,-4,-2%,-5
CCOc1ccc(-c2cc(NC(=O)c3ccc(C)cc3)c(C(=O)OC)s2)cc1,0.0%,8%,3%,3,-1,2,-4,-3%,-1
Cc1nn(CC(=O)N2CC(=O)Nc3ccccc32)c(C)c1[N+](=O)[O-],2.8%,-12%,0%,1,-5,-6,-4,-3%,-1
Cc1ccc(S(=O)(=O)N2CCN(C(=O)COC(=O)c3ccc(Cl)nc3)CC2)c(C)c1,2.8%,7%,1%,4,-8,-1,2,-2%,0
CCC(C)NC(=O)COC(=O)Cc1sc(N)nc1-c1ccc(C)cc1 (configuration not stated),0.2%,-1%,5%,3,-5,-60*,-7,-6%,-7
Cc1cc(=O)n(CC(=O)NCc2ccc(OC(C)C)cc2)c2c1c(C)nn2-c1cccc(F)c1,-0.3%,2%,-1%,1,-1,15,-8,-4%,-6
O=C(CSc1nnc(-c2ccco2)n1Cc1ccccc1)NCc1ccccc1,-0.2%,.,-6%,-2,0,-2,-7,-3%,-5
Cc1cc(C)c(C(=O)NCCCN2CCOCC2)c(C)c1,0.1%,0%,2%,6,-10,-29,6,-5%,-8
COc1cc(NC(=O)c2c(F)cccc2F)nc(OC)n1,1.2%,-9%,-6%,2,0,-7,1,8%,-4
Cc1ccc(C(=O)NCC(c2ccco2)S(=O)(=O)c2ccccc2)cc1C (configuration not stated),-0.4%,-14%,0%,4,6,19,1,3%,-5
CC(C)(C)NC(=O)C(c1ccncc1)N(Cc1cccs1)C(=O)Cn1nnc(-c2cccs2)n1 (configuration not stated),0.8%,-5%,2%,3,-6,0,0,-1%,-6
CCOC(=O)Cc1csc(NC(=O)CSc2nnc3ccccn23)n1,11%,1%,2%,1,-1,4,0,-2%,-4
Cc1ccc(S(=O)(=O)N(C(=O)c2ccco2)c2cc3sc(=O)oc3c3ccccc23)cc1,4.1%,8%,-9%,1,5,15,2,-2%,28
COc1ccc(-c2cn[nH]c2-c2ccc(OCc3ccccc3)cc2O)cc1OC,3.2%,11%,-8%,3,-9,-19,-9,-2%,-3
CCCN(Cc1cccs1)C(=O)Nc1ccc(Br)cc1F,9.9%,3%,0%,-1,-1,-24,-25,-5%,2
O=c1c2ccccc2[nH]c(=S)n1-c1cccc(S(=O)(=O)N2CCCC2)c1,1.2%,-8%,-4%,0,0,7,-4,2%,-14
Cc1nnc(SCC(=O)Nc2cc(C(N)=O)cc(C(N)=O)c2)n1-c1ccccc1,5.8%,1%,1%,2,-5,-16,-9,-1%,-8
O=C(N/N=C/c1ccccn1)c1ccc(Br)o1,-0.2%,2%,-7%,9,-8,15,-3,3%,1
CCC(=O)n1nc(-c2ccc(Cl)cc2)nc1NCc1ccccc1,1.7%,-15%,?,5,-2,-7,.,0%,-10
COc1ccc(Cc2nnc(NC(=O)c3ccc(OC)cc3OC)s2)cc1,-2.0%,1%,-7%,0,-3,1,-1,-8%,0
COCCN(C(=S)Nc1ccccc1C)C(C)c1ccco1 (configuration not stated),-0.9%,-11%,6%,3,-5,-71*,-1,1%,-2
CC(=O)c1cccc(NC(=O)Cn2c(=O)oc3cc(S(=O)(=O)NCc4ccccc4)ccc32)c1,8.5%,0%,2%,5,-2,1,13,-3%,-2
Cc1cc(C)cc(Cn2ncc3c4sc(C)cc4n(C)c3c2=O)c1,.,.,.,2,0,-6,.,.,-3
Cc1ccnc(N/N=C/c2ccccc2)n1,-3.0%,-10%,0%,-1,0,-30,1,-9%,-6
CC(=O)NS(=O)(=O)c1ccc(NC(=O)[C@@H]2CCCN2S(=O)(=O)c2ccc(Cl)cc2)cc1,.,0%,-7%,.,.,.,.,-1%,-2
Cc1nn(CC(=O)OCCOc2ccc(Br)cc2)c(C)c1[N+](=O)[O-],1.4%,0%,1%,4,-6,-9,-1,-4%,-5
COc1ccc(OC)c(/C=C/c2nc3ccccc3[nH]c2=O)c1,12%,22µM*,?,62*,-1,-2,6,-3%,1&-5
C=CCCC(=O)Nc1nc(C)c(-c2csc(Nc3cccc(OC)c3)n2)s1,2.7%,10%,0%,2,-7,-8,1,0%,0
COc1ccccc1-n1cnnc1SCc1csc(-c2ccccc2)n1,1.3%,5%,-6%,4,-1,.,-5,3%,1
COc1cccc(C(=O)N2CCN(Cc3ccc4c(c3)OCO4)CC2)c1OC,1.5%,-14%,1%,0,-3,-22,-3,-4%,-23
COc1ccc(-c2nc(CSCC(=O)NC3CCCc4ccccc43)c(C)o2)cc1OC (configuration not stated),-0.2%,-12%,1%,0,2,1,-10,-7%,6
O=C(Nc1ccc2oc(-c3cccc(F)c3)nc2c1)c1ccc2ccccc2c1,2.4%,-2%,-3%,-2,0,-3,-12,0%,1
Cc1cc(C)c2nc(NC(=O)c3ccc(S(=O)(=O)N4CCc5ccccc54)cc3)sc2c1,0.2%,-15%,5%,0,2,3,8,-3%,-1
CCOC(=O)CCc1n[nH]c(=O)[nH]c1=O,-1.7%,-4%,0%,2,-2,3,13,1%,-2
COc1ccc(NC(=O)c2cccc(S(=O)(=O)N3CCc4ccccc43)c2)cn1,-2.0%,7%,1%,11,0,-31*,.,-4%,1
CC(C)C(C)N(Cc1ccc(C(=O)O)cc1)C(=O)c1ccc2ccccc2n1 (configuration not stated),.,-1%,-3%,.,.,.,.,6%,0
CC(=O)N1N=C(c2ccc(Cl)cc2)OC1c1ccc(C(C)C)cc1 (configuration not stated),-0.5%,.,-7%,4,-2,-19,9,4%,-3
Cc1ccc(C)c(NC(=O)CN(C)C(=O)c2ccc(S(=O)(=O)N(C)c3ccccc3)cc2)c1,0.7%,11%,-1%,2,-4,1,-11,-2%,-5
N#CC1=C(N)NC(=S)C(C(N)=O)C1c1ccc([N+](=O)[O-])cc1 (configuration not stated),-1.6%,-2%,3%,0,12,1,-4,8%,7
Cc1ccc(SCCC(=O)OCC(=O)Nc2ccc(S(N)(=O)=O)cc2)cc1,1.3%,1%,-5%,3,-2,-3,6,-2%,-8
CC(=O)Nc1c(O)c2cccc3c2n(c1=O)CCC3,.,13%,-5%,.,.,.,.,-4%,13
CCOc1ccc(CCN2C(=O)C(=O)N([C@@H](CC(C)C)CN3CCC[C@@H]3CN3C(=O)C(=O)NC[C@@H]3Cc3ccccc3)C[C@@H]2CC(C)C)cc1,.,-17%,-16%,.,.,.,.,6%,-6
O=C(NCCC1CCCCN1S(=O)(=O)c1ccc(F)cc1)C(=O)NCc1cccnc1 (configuration not stated),0.5%,4%,0%,2,-6,12,13,-3%,-9
CC(=O)/C(=C\N(C)C)Sc1ccc(Cl)cc1,-0.4%,1%,?,2,-7,-6,-3,-7%,-3
CCOC(=O)c1cc2occc2n1CC(=O)N1CCN(C(=O)c2ccco2)CC1,-2.6%,-14%,1%,2,2,2,-9,-3%,8
CCCc1c(C(=O)N/N=C/c2ccc(OCc3ccccc3)c(OC)c2)nnn1-c1nonc1N,-0.6%,-1%,-3%,8,-3,13,-6,1%,-1
CCCc1ccc2oc(C(=O)N3CCN(c4cnccn4)CC3)c(C)c2c1,-0.2%,1%,2%,1,-2,2,14,4%,2
O=C(Nc1ccccc1F)N1CCCC1c1cccnc1 (configuration not stated),-2.9%,9%,0%,0,0,-3,-1,6%,-5
Cc1ccc(OCc2nc(-c3ccc(Cl)cc3)n[nH]2)cc1,-0.3%,-10%,0%,2,-4,-26,-15,1%,1
COc1ccc(Cn2c(S(=O)(=O)CC(N)=O)nc3ccccc32)cc1[N+](=O)[O-],0.5%,.,.,0,2,-2,7,.,.
O=C(CN1CC[n+]2c(-c3cccs3)csc21)c1ccc(Br)cc1,2.3%,2%,0%,3,-6,17,12,-1%,-2
Cc1ccc(NC(=S)NC2CCCC2)cc1C,0.6%,-18%,-1%,0,7,1,-7,5%,-12
O=C(NCc1ccc2c(c1)OCO2)C1CCCN(C(=O)c2ccc(Cl)cc2)C1 (configuration not stated),0.3%,0%,3%,0,-1,-11,-3,-5%,-4
CN(C/C=C/c1ccccc1)C1CCCCC1,0.4%,-2%,0%,2,7,-11,-5,5%,0
O=C(O)C1CCC(N2C(=O)C3C4CCC(C4)C3C2=O)CC1 (configuration not stated),-1.0%,19%,0%,1,3,-12,19,-2%,-15
CCCNC(=O)N1CCC(c2ccc3c(c2)OCO3)CC1,-0.3%,-9%,-2%,3,0,1,2,-1%,-4
O=C(O)c1ccc(-c2ccccc2C(F)(F)F)o1,-0.4%,1%,-5%,0,1,-3,-12,1%,-5

# Whole records from above. Order of values: RXFP1 agonist, Vif-A3F inh, Vif-APOBEC3G blk, D1 agonist, D1 potentiator, D1 antag, D2 potentiator, GRP78 ERSR act, LDHA inh
# `CC(=O)Nc1c(O)c2cccc3c2n(c1=O)CCC3` is entered as ., 13%, -5%, ., ., ., ., -4%, 13
# `O=C(NCc1ccc2c(c1)OCO2)C1CCCN(C(=O)c2ccc(Cl)cc2)C1` (configuration not stated) is entered as 0.3%, 0%, 3%, 0, -1, -11, -3, -5%, -4
# `Cc1ccc(OCc2nc(-c3ccc(Cl)cc3)n[nH]2)cc1` is entered as -0.3%, -10%, 0%, 2, -4, -26, -15, 1%, 1
